PfHsp90 set2 = inhibits growth of yeast expressing Plasmodium falciparum Hsp90; S. cerevisiae expressing PfHsp90, BacTiter-Glo ATP, 48 h; yeast lacking PDR1 and PDR3 efflux regulators; inhibition, % at 9.4 µM; hit rate 0.32% among 310,000; AID 504621;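 active = every replicate shows inhibition above about 80%, whatever the replicate mean, limit read from the data; inconclusive = mean inhibition reaches the set limit but some replicate falls short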;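 also: 0% = DMSO neutral controls and 100% = 20 µM radicicol positive controls; yeast relying on Plasmodium falciparum Hsp90 in place of its own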
CAL PDZ inh = human CAL PDZ-peptide interaction inhibition. inhibition, % at 20 µM. hit rate 0.02% among 330,000. AID 504414. purified CAL PDZ, TMR-peptide fluorescence polarization, 1 h;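 active = highest replicate inhibition of at least 40%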;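 also: plate controls were DMSO neutral control wells for no effect and unlabeled competitor peptide control wells for full effect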
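Material: tagged CAL PDZ domain; buffer or medium: 25 mM sodium phosphate pH 7.4, 150 mM NaCl, TCEP, IgG, Thesit; compound dosing: single point, 20 µM; schedule: 1 h incubation at room temperature before polarization reading; measured by: FP readout, S and P plane fluorescence; read-out basis: percent inhibition from loss of millipolarization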
DAGLB inhibitor = blocks human DAGLB lipase activity. Q8NCG7. inhibition, % at 5.17 µM. hit rate 0.059% among 340,000. HEK293T DAGLB membrane lysate, EnzChek fluorogenic substrate; in the data active = inhibition above about 34%;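 also: 0% = enzyme with vehicle and 100% = wells lacking enzyme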
E coli growth = reduces bacterial viability in AddAB counter-screen | E. coli V3065 growth, OD600 absorbance, 18 h | inhibition, % at 11.9 µM | hit rate 0.27% among 330,000;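 active = inhibition above the campaign's mean inhibition across all tested compounds plus 3 SD, cut at about 9.9% in these data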;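 also: uninfected addAB+ strain grown without phage in ampicillin broth; 0% = DMSO wells and 100% = ciprofloxacin 0.95 µg/ml wells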
Rtt109 Vps75 = blocks Candida albicans Rtt109/Vps75 acetyltransferase activity. Q5AAJ8. purified Rtt109/Vps75, ThioGlo CoA-SH fluorescence, 4 h. inhibition, % at 34.9 µM. hit rate 0.16% among 330,000;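 active = inhibition of at least 50% in every replicate; inconclusive = best replicate reaches 50% inhibition but some replicates fall short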
Target sequence (Q5AAJ8 whole entry, looked up): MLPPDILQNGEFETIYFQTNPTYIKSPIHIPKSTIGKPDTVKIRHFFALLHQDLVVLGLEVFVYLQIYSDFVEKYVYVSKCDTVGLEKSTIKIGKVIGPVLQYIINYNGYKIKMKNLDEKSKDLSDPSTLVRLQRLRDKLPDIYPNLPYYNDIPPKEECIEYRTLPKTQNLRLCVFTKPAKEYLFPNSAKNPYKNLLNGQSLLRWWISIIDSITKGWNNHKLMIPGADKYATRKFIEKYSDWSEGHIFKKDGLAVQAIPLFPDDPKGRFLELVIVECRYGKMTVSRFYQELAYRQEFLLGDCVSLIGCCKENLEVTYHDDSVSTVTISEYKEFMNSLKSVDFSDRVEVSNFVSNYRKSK
PvdQ acylase = P. aeruginosa PvdQ acylase inhibition. purified PvdQ acylase, fluorescence plate reader. inhibition, % at 10 µM. hit rate 0.063% among 340,000. AID 488965; in the data active = inhibition above about 30%, passing the limit was not always enough; inconclusive = no clear call, values can overlap the other calls;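 also: 0% = vehicle neutral wells and 100% = reference inhibitor wells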
AddAB inh = less growth of phage-infected E. coli with AddAB; E. coli expressing H. pylori AddAB, absorbance growth; inhibition, % at 11.9 µM; hit rate 0.29% among 330,000; AID 435030; in the data active = inhibition above about 12%;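 also: 0% = vehicle wells of infected cells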
Wnt bcat act = activators of Wnt/beta-catenin signaling. Wnt/beta-catenin reporter cell assay, activator, plate reader. activation, % at 9.35 µM. hit rate 1.2% among 300,000. AID 743398; in the data active = activation above about 30%, passing the limit was not always enough; inconclusive = no clear call, values can overlap the other calls;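 also: 0% = neutral control wells and 100% = positive control wells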
phage Ecoli inh = E. coli growth loss with phage present | AID 651602 | hit rate 0.26% among 360,000 | inhibition, % at 11.9 µM | growth absorbance; in the data active = inhibition above about 11%
Tat transport = inhibitors of E. coli Tat protein transport; hit rate 0.036% among 340,000; inhibition, % at 10 µM; E. coli MC4100 TorA-mCherry Tat export, fluorescence; AID 488895;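 active = mean replicate inhibition at least 50% and at least half of replicates individually reaching 50%; inconclusive = only one of the two criteria met; inactive = neither criterion met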;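 also: exported cargo escapes ClpAP degradation while cytoplasmic cargo is degraded and loses fluorescence; 0% = median of neutral control wells and 100% = median of NaSCN control wells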
Starred values were filed as active, the others as inactive; ? = inconclusive; nt = not tested or not shown.

SMILES	PfHsp90 set2	CAL PDZ inh	DAGLB inhibitor	E coli growth	Rtt109 Vps75	PvdQ acylase	AddAB inh	Wnt bcat act	phage Ecoli inh	Tat transport
CC1(C)CC(NC(=O)COc2ccc([N+](=O)[O-])cc2)CC(C)(C)N1	-17	0.9	nt	0.9	-1	-16	-1.1	-1	4.0	1
CCOC(=O)C1=C(C)NC(=S)NC1c1ccc(C)s1 (configuration not stated)	-3	10.0	3	0.7	-6	-5	2.6	-2	-1.8	-6
COc1cc(OC)c2c(c1C(CCN1CCOCC1)c1ccc(N(C)C)cc1)OC(=O)CC2c1ccc(N(C)C)cc1 (configuration not stated)	nt	0.7	1	-2.5	17	1	2.2	-4	1.0	-1
COc1ccc(NC(=O)c2cc(-c3ccco3)nc3ccccc23)cc1S(=O)(=O)N1CCOCC1	-3	-2.9	2	-1.3	10	-9	-0.5	-2	0.8	-8
COc1ccccc1CN(C)c1ccc(S(=O)(=O)N2CCN(C)CC2)cn1	29	0.9	-2	-0.5	-1	-8	3.6	-3	1.3	7
CCCOC(=O)c1ccc(Oc2c(-c3ccc(OC)cc3O)n[nH]c2C)cc1	2	0.4	-4	4.7	1	-9	4.8	nt	5.9	4
CCc1nc(SCc2ccccc2C)n[nH]1	1	0.4	-4	nt	8	8	nt	1	-2.7	5
Cc1ccc(CSc2nc3ccccc3cc2C=O)cc1	-31	0.1	-10	-0.5	3	-5	-0.2	-3	1.4	8
Cc1nc(-c2ccc(C(=O)Nc3cccc(F)c3)cc2)cs1	12	-0.6	-5	1.6	-1	-5	2.0	2	0.4	-18
Cc1ccc(NC(=O)/C=C/c2cccc([N+](=O)[O-])c2)nc1	5	-2.8	1	-0.7	-2	-18	0.3	12	3.0	4
COc1ccc(CNC(=S)NCc2ccc(OC(C)C)cc2)cc1	4	-2.5	-2	0.6	-3	-10	2.6	-3	1.2	-2
COc1ccc(S(=O)(=O)N(C)c2ccccc2)c2cccnc12	6	-4.8	3	0.7	8	-13	-0.1	2	1.6	9
CC(C)c1nnc(NC(=O)CCC(=O)Nc2ccc3cn[nH]c3c2)s1	-6	0.6	-1	0.7	-5	-10	0.6	-2	-0.8	8
Cc1nn2cc(-c3ccc(-c4ccccc4)cc3)nc2s1	18	-2.4	-2	-0.4	-11	-2	1.1	?	3.3	-5
CN1C(=O)/C(=N\OC(=O)c2ccccc2Cl)c2ccccc21	10	-1.6	-1	2.1	9	-17	0.9	nt	4.2	11
Cn1cc(C=C2C(=O)OC3(CCCCC3)OC2=O)c2ccccc21	-63	-5.8	-9	-2.1	-5	-18	2.3	-4	4.2	1
CC(Oc1ccccc1)C(=O)N1CCN(c2ncccn2)CC1 (configuration not stated)	-24	-1.0	-2	1.2	-7	-9	1.0	-5	0.6	-8
O=S(=O)(c1ccc2c(c1)C(O)c1ccccc1CC2)C(F)(F)F (configuration not stated)	7	0.3	-16	0.9	7	14	3.2	-4	3.8	-2
COc1cccc(NC(=O)CN(C)CC(=O)NCc2ccc3c(c2)OCO3)c1	-36	-0.6	-2	0.3	15	-18	1.3	-7	1.8	-12
Cc1ccc(C(c2sc3ncnn3c2O)N2CCCCC2)cc1 (configuration not stated)	24	-0.1	1	-1.3	-11	-30	0.0	4	0.8	16
CC(CN1CCNCC1)(NS(=O)(=O)c1ccccc1)c1ccccc1 (configuration not stated)	23	nt	-2	0.3	3	-11	0.0	nt	1.8	5
CCOC(=O)Cc1c(C)nc2c(C#N)c(C)nn2c1C	6	-1.2	1	1.0	-9	-14	2.3	-3	-1.4	-3
Cc1ccc(-c2nn(-c3ccccc3)cc2CN(Cc2ccccc2)C(=O)CCC(=O)O)o1	-9	0.4	7	2.4	2	-9	1.6	nt	-0.3	-4
COc1cccc(C(=O)CN2C3=NCCCN3c3ccccc32)c1	-11	-1.3	4	-1.6	-6	0	2.6	nt	-2.2	1
COc1ccccc1NC(=O)CN1CCN(c2ccccn2)CC1	16	-0.7	-2	0.2	4	-6	-0.2	-2	2.5	-4

3 entries drawn at random from those above:
SMILES	PfHsp90 set2	CAL PDZ inh	DAGLB inhibitor	E coli growth	Rtt109 Vps75	PvdQ acylase	AddAB inh	Wnt bcat act	phage Ecoli inh	Tat transport
COc1ccc(S(=O)(=O)N(C)c2ccccc2)c2cccnc12	6	-4.8	3	0.7	8	-13	-0.1	2	1.6	9
CCOC(=O)C1=C(C)NC(=S)NC1c1ccc(C)s1 (configuration not stated)	-3	10.0	3	0.7	-6	-5	2.6	-2	-1.8	-6
Cc1ccc(C(c2sc3ncnn3c2O)N2CCCCC2)cc1 (configuration not stated)	24	-0.1	1	-1.3	-11	-30	0.0	4	0.8	16

Some entries already given, reduced to AddAB inh:
compound | AddAB inh
Cc1nn2cc(-c3ccc(-c4ccccc4)cc3)nc2s1 | 1.1
Cc1ccc(C(c2sc3ncnn3c2O)N2CCCCC2)cc1 (configuration not stated) | 0.0
CC(C)c1nnc(NC(=O)CCC(=O)Nc2ccc3cn[nH]c3c2)s1 | 0.6
CN1C(=O)/C(=N\OC(=O)c2ccccc2Cl)c2ccccc21 | 0.9

Next section
SMILES	PfHsp90 set2	CAL PDZ inh	DAGLB inhibitor	E coli growth	Rtt109 Vps75	PvdQ acylase	AddAB inh	Wnt bcat act	phage Ecoli inh	Tat transport
CCCCCn1c(CNC(C)=O)nc2ccccc21	nt	-0.7	-3	0.9	20	8	0.2	-4	1.3	1
COc1ccc(CCNC(=O)C(C)n2nc(C)n3c(cc4occc43)c2=O)cc1OC (configuration not stated)	13	-0.4	0	-0.3	4	3	1.9	-2	2.2	-6
CCN(CC)CCNc1nc2ccccc2n1C	-4	-2.2	3	-0.7	-3	-9	1.2	-2	3.2	-2
COc1ccc(N2CCN(C(=O)COC(=O)CCOc3ccccc3C)CC2)cc1	2	0.1	1	0.9	2	-10	-1.0	1	-0.2	8
CC(C)Sc1sc(C(=O)O)c(-c2ccc(Cl)cc2)c1C#N	5	-1.4	11	-0.8	-2	-2	0.6	1	0.1	-5
CCOC(=O)c1cccnc1SCC(=O)NC(C)CC (configuration not stated)	6	-2.4	0	4.0	3	13	1.1	nt	2.1	-7
COc1ccccc1C(=O)NCCC(=O)N(C)CC(=O)Nc1c(Cl)cccc1Cl	11	-2.1	0	-1.1	38	8	-0.7	0	3.2	-2
CC(=O)N1C(C)(C)CC(=NOC(=O)c2ccc(C)cc2)CC1(C)C	18	-2.6	3	3.9	-20	0	0.9	1	2.5	-3
Cn1c(=O)c(=O)n(C)c2cc(S(=O)(=O)Nc3ccc4c(c3)OCCO4)ccc21	nt	-2.0	-2	1.6	-5	-9	2.3	-17	1.4	-1
CC1(C)CC(=O)C=C(NNC(=O)c2ccc(N)cc2)C1	14	-0.2	-2	-2.6	-1	-7	-0.4	0	2.8	-3
CCC(=O)NCCSc1c[nH]c2ccccc12	nt	-0.6	1	0.0	-3	-14	3.5	-5	1.0	-3
COC(=O)c1c(C)[nH]c(C(=O)C(C)OC(=O)c2ccco2)c1C (configuration not stated)	2	0.7	1	-1.9	2	-2	-0.1	-3	6.0	2
O=C(COC(=O)CCSc1ccccc1)NCc1ccc(F)cc1	-9	0.2	-3	-1.0	2	-17	0.6	-2	-1.9	0
CC#CCN1C(=O)N[C@@H](c2ccccc2)C(C(=O)OC)=C1C	4	0.4	4	1.4	-1	1	1.6	-5	3.3	3
CC(C)(C)[C@@H]1CCC(=O)N(CC[C@H](N=[N+]=[N-])c2ccccc2)CC1	12	-0.3	-8	0.9	2	-20	4.5	6	0.3	-1
CCCCNC(=O)c1ccc(SCC(=O)N(CC)CC)c([N+](=O)[O-])c1	-8	-2.5	-3	-2.6	-10	0	0.2	-1	0.3	-3
CCc1ccc(NC(=O)c2ccc(F)c(S(=O)(=O)NCC3COc4ccccc4O3)c2)cc1 (configuration not stated)	-8	-0.4	-2	1.0	9	2	-0.7	-10	1.9	4
CCOC(=O)C1CCCN(C(=O)CSc2nccn2C)C1 (configuration not stated)	8	nt	0	1.0	2	-20	0.7	nt	3.8	4
O=[N+]([O-])c1ccc(Cc2ccncc2)cc1	-24	-2.2	-4	-1.8	14	13	-0.8	-2	3.5	-4
O=c1cc(N2CCN(c3ccccc3F)CC2)[nH]c(=O)n1-c1ccc(Br)cc1	-14	1.1	-4	-1.9	4	3	0.8	-6	2.4	-13
CCc1sc(C(=O)Nc2nccs2)cc1C	-4	-1.8	-2	-1.4	1	4	-3.2	47*	0.3	-1
CC(C)N(C#N)c1nc(N2CCOCC2)nc(N2CCOCC2)n1	12	-1.2	-2	-1.0	-4	-14	2.1	-2	2.4	3
CC(C)[C@H](NC(=O)c1cccc(CN(Cc2ccccc2)C(=O)/C=C/c2ccccc2)c1)C(=O)O	-10	0.5	-1	-1.4	nt	12	-1.8	2	0.9	-5
Cc1cccc(NC(=O)NCC2CC2)c1	4	nt	-1	nt	2	-14	nt	2	0.9	-5
Cc1ccccc1N(C(=O)CNC(=O)c1cccs1)C(C(=O)NC1CCCC1)c1ccncc1 (configuration not stated)	0	-3.6	-2	-2.6	-8	-8	0.7	0	1.2	-1
CC(=C/C(=O)O)/C=C/c1cccs1	21	nt	0	-0.1	7	-18	3.6	nt	2.4	3
COc1cc(C)c(Cl)cc1S(=O)(=O)n1cnc2ccccc21	17	-2.4	-1	0.9	13	11	-0.3	-3	3.3	-6
Cc1ccc(C)c(S(=O)(=O)N2CCCC2CNC(=O)C(=O)NCc2ccccn2)c1 (configuration not stated)	23	-1.2	-2	-0.5	15	3	2.2	-3	1.0	2
O=C(CSc1nnc(NC(=O)c2ccco2)s1)Nc1ccc2c(c1)OCCO2	nt	-1.2	-1	0.4	-7	-10	2.5	1	-0.8	-10

Assay outcomes from PubChem.
